Cneo AK release = Cryptococcus neoformans lysis via adenylate kinase release; C. neoformans lysis, adenylate kinase release luminescence, 4 h; normalised: neutral wells 0, clomiphene wells 100; lysis activity, % at 15 µM; 0.2% of 360,000 active;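 active means mean lysis activity across replicates of at least 80%, whatever share of replicates individually reach that level; inactive means mean lysis activity below 80%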
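Assay system: log-phase C. neoformans yeast / Quantity: yeast cell density of 5 × 10^6 cells/mL / Medium: fresh YPD growth medium / Compound: single dose / Timing: static 4 h at 37 °C with compound, 1 h detection / Measured by: adenylate kinase release luminescence / Read-out: lysis from increased AK signal / Benchmarks: Clomiphene as positive lysis control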
ARNT TACC3 PPI = ARNT/TACC3 interaction disruption. AlphaScreen His-ARNT PAS-B/GST-TACC3 binding, luminescence; TACC3 fragment carries E629A point mutation. inhibition, % at 9.99 µM. 0.66% of 390,000 active. AID 623870;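 active means mean inhibition of replicates at least 50% and at least half of replicates each reaching 50%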;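 further: 0% = complete ARNT plus TACC3 wells and 100% = ARNT alone without TACC3; many hits fall short of the cut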
Statin myotox sup = protects C2C12 myotubes from simvastatin toxicity; ATP luminescence, 48 h; scaled: DMSO 0, geranylgeraniol control 100; rescue of ATP level, % at 7.49 µM; 0.78% of 330,000 active;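 active means mean ATP rescue above about 67%, or every replicate alone reaching that limit, limit read from the data, passing the limit was not always enough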;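 further: myotubes were challenged with 10 µM simvastatin during compound exposure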
esBAF inh = blocks esBAF chromatin remodeling in mouse ES cells; Bmi1-luciferase knock-in reporter, 24 h; 100% = twice the neutral-well signal; reporter increase, % at 12.5 µM; 2% of 350,000 active; in the data active means activation above about 40%;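 further: 0% = median of the plate's neutral control wells and 100% = double that signal; a rise in the Bmi1 reporter signal indicates esBAF inhibition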
miR-122 sensor = inhibitors of miR-122 in Huh7 cells. Huh7 miR-122 Renilla luciferase sensor, 48 h; neutral wells = 0, positive control = 100. activation (reporter increase), % at 12.5 µM. 0.3% of 340,000 active. AID 602342;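 active means mean replicate activation score at least 90 and every replicate individually at or above 90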;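 further: higher luciferase means less miR-122 activity so hits act as miR-122 inhibitors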
SIRT5 inh = sirtuin-5 (human) deacylase inhibition | Purified SirT5, succinyl-peptide AMC, trypsin-coupled fluorescence | inhibition, % at 15 µM | 1.1% of 330,000 active; in the data active means inhibition above about 15%
Target sequence (Q9NXA8 whole entry, looked up): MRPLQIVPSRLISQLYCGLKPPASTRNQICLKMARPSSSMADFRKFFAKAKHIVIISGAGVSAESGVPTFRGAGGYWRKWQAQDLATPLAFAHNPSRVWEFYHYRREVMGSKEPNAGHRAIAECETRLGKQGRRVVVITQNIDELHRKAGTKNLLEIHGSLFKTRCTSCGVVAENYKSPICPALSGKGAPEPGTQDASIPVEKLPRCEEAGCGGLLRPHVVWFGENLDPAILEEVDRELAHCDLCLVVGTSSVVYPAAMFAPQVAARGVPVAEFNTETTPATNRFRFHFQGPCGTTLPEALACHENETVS
ERp5 block = inhibitors of human ERp5. Q15084. ERp5 insulin aggregation, absorbance 650 nm, 90 min. inhibition, % at 9.99 µM. 0.05% of 350,000 active;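 active means mean replicate inhibition above about 25%, with every replicate also reaching it, limit read from the data, passing the limit was not always enough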
Target sequence (Q15084 whole entry, looked up): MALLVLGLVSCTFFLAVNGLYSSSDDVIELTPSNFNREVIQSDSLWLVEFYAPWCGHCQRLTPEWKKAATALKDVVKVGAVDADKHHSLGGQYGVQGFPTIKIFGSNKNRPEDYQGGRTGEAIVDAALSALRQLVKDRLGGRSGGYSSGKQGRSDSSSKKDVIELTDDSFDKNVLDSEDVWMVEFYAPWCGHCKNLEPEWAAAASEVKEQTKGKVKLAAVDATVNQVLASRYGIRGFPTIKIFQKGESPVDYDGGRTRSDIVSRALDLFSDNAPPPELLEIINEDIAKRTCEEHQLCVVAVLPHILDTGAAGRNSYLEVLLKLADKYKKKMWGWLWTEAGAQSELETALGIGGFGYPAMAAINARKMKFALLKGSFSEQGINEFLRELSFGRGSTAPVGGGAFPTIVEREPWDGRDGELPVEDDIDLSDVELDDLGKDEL
Starred values were filed as active, the others as inactive; nt = no result given; [ ] = dose if it differs, or a comment.

SMILES	Cneo AK release	ARNT TACC3 PPI	Statin myotox sup	esBAF inh	miR-122 sensor	SIRT5 inh	ERp5 block
NCC(O)COc1ccc2c(c1)OCO2 (configuration not stated)	-1	16	nt	nt	-5	nt	nt
Cc1cc(C)c2[nH]c(=O)c(CN(Cc3ccc4c(c3)OCO4)Cc3nnnn3C3CCCC3)cc2c1	-5	3	5	1	13	-5	1
COc1ccccc1NC(=O)C1CCN(C(=O)NCc2ccccc2)CC1	-2	1	18	0	-1	-2	-11
C=CCn1c(C(C)NC(=O)COC)nc2ccccc21 (configuration not stated)	-3	-4	-1	-6	-3	-3	-2
CCN(CC)C(=O)CN1C(=O)C2(NC(=O)c3ccccc3N2)c2ccccc21 (configuration not stated)	0	-1	-1	4	-1	-13	0
Cc1ccccc1N=C1c2cc([N+](=O)[O-])ccc2-c2ncccc21	-3	-3	nt	nt	-3	-7	1
Cc1ncsc1CCC(=O)N1CCCC(C(=O)c2cccc(Cl)c2)C1 (configuration not stated)	1	-3	1	6	-3	-2	-1
CCCOc1ccc(C(=O)OCC(=O)c2c(N)n(C)c(=O)n(C)c2=O)cc1OC	-1	0	3	-1	-4	-1	-2
COc1cc(C(=O)N/N=C(\C)c2ccc(NC(=O)Cc3ccccc3)cc2)ccc1O	1	20	nt	nt	nt	3	3
CCc1cc(C(=O)c2ccc(Br)cc2)c(NC(=O)CN(CC)CC)s1	2	-1	2	-5	0	-1	6
Cc1nn(CC(=O)N2CCN(c3ccccc3)CC2)c(=O)c2cccn12	0	-2	0	-1	-3	4	1
CCCCNC(=S)NNC(=O)c1sccc1C	-1	25	4	5	-2	-3	-11
Cc1ccc(C)c(NC(=O)C2CCC(C)(C(=O)O)C2(C)C)c1 (configuration not stated)	7	-4	2	5	-5	nt	nt
CN(C)C1=NCCN1CCc1ccccc1	13	-5	-1	3	nt	nt	2
CCc1nnc(N/N=C/c2ccccc2Cl)n1N	2	-3	-26	-37	7	nt	nt

Looked up above.
Result for CCc1nnc(N/N=C/c2ccccc2Cl)n1N in Cneo AK release: 2
Result for CN(C)C1=NCCN1CCc1ccccc1 in ARNT TACC3 PPI: -5

(continued)
SMILES	Cneo AK release	ARNT TACC3 PPI	Statin myotox sup	esBAF inh	miR-122 sensor	SIRT5 inh	ERp5 block
O=C(CSCc1nc2c(nnn2Cc2ccc(F)cc2)c(=O)[nH]1)Nc1c(Cl)cc(Cl)cc1Cl	nt	-5	nt	nt	nt	0	-2
C[C@H]1CN([C@@H](C)CO)C(=O)c2cc(NC(=O)Cc3ccccc3)ccc2O[C@H]1CN(C)C(=O)Nc1ccc(C(F)(F)F)cc1	7	7	-11	-1	6[16.7 µM]	-5	-11
COc1ccccc1CN(Cc1cc2c(C)ccc(C)c2[nH]c1=O)Cc1nnnn1Cc1ccco1	2	7	-15	-2	3	nt	nt
COc1ccc(CCNC(=S)NCCc2c[nH]c3ccccc23)cc1	nt	11	nt	nt	nt	0	0
COc1ccccc1-n1c(SCC(=O)Nc2ccc(Br)cc2)nc(O)cc1=O	-2	-2	-3	-6	-4	0	2
COc1ccc(-n2c(C)nn(CCOc3ccccc3)c2=O)cc1	nt	-2	nt	nt	nt	1	-2
O=c1[nH]nc(Cc2ccc3ccccc3n2)c2ccccc12	5	-6	18	40	nt	nt	nt
C[C@H](CO)N1C[C@H](C)[C@@H](CN(C)C(=O)CN(C)C)Oc2cc(C#CC3CC3)ccc2S1(=O)=O	1	4	0	4	-2[16.7 µM]	-2	0
O=C(c1cccnc1)N1CCN(Cc2cccc(Br)c2)CC1	-1	-3	-11	2	3	nt	nt
CS(=O)(=O)N1CCN(c2ccccc2NC(=O)Cc2ccccc2)CC1	0	7	2	6	-1	nt	nt
O=C(CN1CCC(NC(=O)C2CCCCC2)CC1)Nc1ccccc1	1	7	0	-2	10	1	24
N#CC1C(C#N)N2CCCN2C1c1ccc(Br)cc1 (configuration not stated)	nt	-2	nt	nt	nt	-2	0
CC(C)(C)C(=O)Nc1cc(C(F)(F)F)ccc1N1CCOCC1	5	-2	-16	-1	5	nt	nt
Cc1nn(Cc2ccc(Cl)cc2)c(C)c1NC(=O)c1cc(C(C)C)on1	-1	nt	7	-13	nt	-2	2
CCOc1ccc(NC(=O)CS(=O)CC(=O)N(CC(=O)NC(C)(C)C)C2CCCC2)cc1 (configuration not stated)	5	1	18	11	-5	-1	-1
C[C@@H]1CN([C@H](C)CO)C(=O)Cc2cc(NC(=O)C3CCCCC3)ccc2O[C@@H]1CN(C)C(=O)Nc1ccc2c(c1)OCO2	15	2	2	4	1[16.7 µM]	0	-3
CC(=O)c1ccc(OCC(=O)N(C)CC(=O)Nc2ccc(N3CCOCC3)cc2)cc1	-1	1	-3	-9	-9	-2	0
CCN(CC)c1ccc2c(cc1=O)[C@@H](NC)CCc1cc(OC)c(OC)c(OC)c1-2	1	-3	-87	-27	nt	-2	0
c1ccc2c(c1)CCN(Cc1nnnn1Cc1ccc3c(c1)OCO3)C2	3	3	125*	-1	1	nt	nt
CCN(CC)C(=O)C1CCCN(c2ccc([N+](=O)[O-])cc2/C=N/NC(=O)c2cccc(O)c2)C1 (configuration not stated)	-1	9	0	14	-3	nt	nt
COc1cccc(N2CCN(c3c(C#N)c(C(F)(F)F)nn3C)CC2)c1	-1	1	-26	1	-13	nt	nt
CCN(c1ccc(OC)cc1)c1ncnc2nc[nH]c12	0	8	nt	-6	-2	0	0
CCCn1c(/C=C/c2ccco2)nc2ccccc21	nt	-13	nt	nt	nt	-3	-12
CC(C)C(NC(=O)c1cccc(S(=O)(=O)N2CCOCC2)c1)C(=O)NCc1ccc(Cl)cc1 (configuration not stated)	-1	-10	4	-2	9	-4	4
COC(=O)/C=C1\SC(=Nc2ccccc2)NC1=O	-2	-2	nt	nt	-4	nt	nt
COc1cc(OC)c(OC)cc1/C=N/n1c(COc2ccccc2)n[nH]c1=S	-2	-19	1	-3	-7	-4	4
O=C(N/N=C1\CCc2ccccc21)c1ccncc1	nt	-7	nt	nt	nt	-3	3
CS/C(=N\S(=O)(=O)c1ccc(N)cc1)NS(=O)(=O)c1cccs1	3	nt	-1	-8	5	nt	nt
CCCN(Cc1nnc(-c2ccccc2Cl)o1)C(=O)c1ccc(C)c(S(=O)(=O)N2CCOCC2)c1	-1	3	nt	nt	nt	-3	0
C[C@@H]1CCCCO[C@H](CN(C)S(=O)(=O)c2cn(C)cn2)[C@@H](C)CN([C@H](C)CO)C(=O)c2cc(NS(C)(=O)=O)ccc2O1	11	nt	nt	-4	3[16.7 µM]	-2	1

Filtered by structure, those above with an NH in an aromatic ring (7)
SMILES	Cneo AK release	ARNT TACC3 PPI	Statin myotox sup	esBAF inh	miR-122 sensor	SIRT5 inh	ERp5 block
Cc1cc(C)c2[nH]c(=O)c(CN(Cc3ccc4c(c3)OCO4)Cc3nnnn3C3CCCC3)cc2c1	-5	3	5	1	13	-5	1
O=C(CSCc1nc2c(nnn2Cc2ccc(F)cc2)c(=O)[nH]1)Nc1c(Cl)cc(Cl)cc1Cl	nt	-5	nt	nt	nt	0	-2
COc1ccccc1CN(Cc1cc2c(C)ccc(C)c2[nH]c1=O)Cc1nnnn1Cc1ccco1	2	7	-15	-2	3	nt	nt
COc1ccc(CCNC(=S)NCCc2c[nH]c3ccccc23)cc1	nt	11	nt	nt	nt	0	0
O=c1[nH]nc(Cc2ccc3ccccc3n2)c2ccccc12	5	-6	18	40	nt	nt	nt
CCN(c1ccc(OC)cc1)c1ncnc2nc[nH]c12	0	8	nt	-6	-2	0	0
COc1cc(OC)c(OC)cc1/C=N/n1c(COc2ccccc2)n[nH]c1=S	-2	-19	1	-3	-7	-4	4

Continued:
SMILES	Cneo AK release	ARNT TACC3 PPI	Statin myotox sup	esBAF inh	miR-122 sensor	SIRT5 inh	ERp5 block
O=C(NCC1CCCO1)c1ccc(F)c2ccccc12 (configuration not stated)	1	1	-3	-4	nt	-4	-4
Cc1ccc(NC(=O)CSc2ccc(-c3ccccn3)nn2)cc1F	-6	50*	-7	5	-1	-2	-1
Cc1ncc(C[n+]2ccc(C)c(C)c2)c(N)n1	-2	-16	5	8	nt	-5	-3
COc1ccc(C(C)(C)C)cc1NC(=O)c1ccccc1-n1cnnn1	-1	-4	-2	3	-2	-4	-1
O=C(COc1ccc2ccccc2c1Br)NCc1ccccn1	nt	-5	nt	nt	nt	0	2
CC(C)c1ccc(NC(=O)CCCN2C(=O)NC(C)(C)C2=O)cc1	1	nt	4	8	-4	-7	0
Cc1ccc(S(=O)(=O)N[C@H]2CC[C@H](CCNS(=O)(=O)Cc3ccccc3)O[C@@H]2CO)cc1	2	-16	-7	12	nt	3	-2
CC=Cc1ccc2n(c1=O)C[C@@H]1[C@@H](CO)[C@H](C(=O)NCc3cccc(F)c3)[C@H]2N1S(C)(=O)=O (mixture of isomers)	-3	-4	-21	1	-1[16.7 µM]	-29	-3
COc1ncccc1C(=O)N1CCCC(N2CCN(c3ccc(F)cc3)CC2)C1 (configuration not stated)	-3	-6	0	-5	-2	0	2
C[C@H]1CN([C@@H](C)CO)C(=O)Cc2cc(NC(=O)CCN3CCOCC3)ccc2O[C@H]1CN(C)Cc1ccc(Cl)c(Cl)c1	0	0	19	-3	-7[16.7 µM]	-4	-2
COCCCNC(=O)c1ccc(S(=O)(=O)c2ccc(C)cc2)c(NC(C)=O)c1	3	-7	-2	-5	-7	-1	2
C[C@@H]1CN([C@@H](C)CO)C(=O)c2cc(NC(=O)Nc3ccc(C(F)(F)F)cc3)ccc2O[C@H]1CN(C)C	2	9	-7	1	2[16.7 µM]	-3	-1
CCn1cnc2c(Nc3cc(F)cc(F)c3)nc(C#N)nc21	-3	10	-16	57*	-1	0	-9
Cc1ccc(Cn2c(CCNc3nc(-c4ccc(Cl)c([N+](=O)[O-])c4)cs3)nc3cc(C(=O)NCCCO)ccc32)cc1	0	-10	-1	0	-7	nt	-3
CC(CC(=O)O)CC(=O)Nc1cccc([N+](=O)[O-])c1 (configuration not stated)	nt	-1	nt	nt	-9	-1	1
O=C(CNCc1ccc(Cl)cc1)NCc1ccco1	2	-5	3	7	-8	0	0
CN(C)C(=O)c1cnc(-c2ccccc2)nc1-c1ccccc1	1	-3	3	3	nt	-2	2
O=C(CCN1CCCCC1)Nc1ccc(F)c(F)c1	1	nt	-3	-1	-1	3	-7
O=C(OCC(=O)N1CCCC1)c1cc(=O)c2ccccc2o1	-1	-4	-11	0	-7	-4	-6
COc1cccc(CN(C)Cc2cc(=O)oc3cc(O)c(Cl)cc23)c1	-3	-14	0	2	-2	-14	-4
COc1ccc2c(C)cc(SCC(=O)Nc3cc(C(N)=O)cc(C(N)=O)c3)nc2c1	41	2	-29	-5	-12	-2	-1
CCNC(=O)C1CCN(S(=O)(=O)c2ccc(F)cc2)CC1	0	-4	3	-1	-3	nt	nt
Cc1ccccc1-c1nnn(CC(=O)N(C)CC(=O)Nc2ccccc2C(F)(F)F)n1	2	-30	-14	-1	-1	-1	-4
C=CCn1c(CNC(=O)c2ccco2)nnc1SCC(=O)Nc1cccc(Br)c1	1	0	-14	4	-6	nt	nt
C[C@H]1CN([C@@H](C)CO)C(=O)Cc2cc(NS(=O)(=O)c3cccs3)ccc2O[C@H]1CN(C)C(=O)NC1CCCCC1	39	-1	-8	2	1[16.7 µM]	0	-1
CCC(=O)Nc1ccc2c(c1)C(=O)N(C)C[C@H](OC)[C@H](C)CN(Cc1nccs1)[C@@H](C)CO2	nt	nt	5	-1	-7[16.7 µM]	nt	nt
CSc1ccccc1Nc1ncnc(N)n1	nt	-4	nt	nt	nt	-2	3
CCC(CC)NC(=O)Nc1ccc(F)c(Cl)c1	nt	23	nt	nt	nt	1	12
COc1ccc(C2N(c3cc(Cl)ccc3OC)C(=O)C3CCCN32)c(OC)c1 (configuration not stated)	5	-6	4	1	nt	nt	0
O=C(CSc1ccc2c(c1)OCCO2)Nc1ccc2c(c1)OCO2	5	0	nt	16	2	nt	nt
Cn1c(=NC(=O)CCl)sc2ccccc21	0	-3	-77	-8	nt	6	3
COc1cc(CN2CC(=O)N(c3cccc(Cl)c3C)C2=S)cc(OC)c1OC	-1	7	-1	-2	13	0	6
COCCNC(=O)C1(C)CCCN(C(=O)c2cccc3ccccc23)C1 (configuration not stated)	1	nt	3	3	4	-3	0
FC(F)Sc1ccc(NC(=S)NC2CCCC2)cc1	nt	-4	nt	nt	nt	-5	-2
COc1ccc(S(=O)(=O)Cc2ccc(C(=O)NCC(OC)OC)o2)cc1	0	5	-3	6	-6	4	1
